Screening data as filed in PubChem.
NPR2 activator = human GC-B receptor activators, primary screen, HEK293 GC-B cells, cGMP TR-FRET, EC30 CNP. AID 1920062, 2024. 370,000 compounds, 0.11% hits. activation, % at 10 µM. 0% at EC30 CNP, 100% saturating CNP. Atrial natriuretic peptide receptor 2 (Homo sapiens), P20594;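 active = activation at 10 µM reaching about 35% in either raw or pattern-adjusted values, limit read from the data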
NPR1 activator = GC-A stimulated cGMP production enhancers – HEK293 GC-A cells, cGMP TR-FRET, EC30 ANP, primary screen; 0% at EC30 ANP, 100% saturating ANP; activation, % at 10 µM; 370,000 compounds, 0.14% hits; AID 1671463, 2021; Atrial natriuretic peptide receptor 1 (Homo sapiens), P16066; in the data active = activation above about 40%
HTRA1 inh = HTRA1 serine protease inhibitors, primary screen, biochemical, fluorescence polarization, HTS; inhibition, % at 5.96 µM; recombinant HTRA1, FP-rhodamine activity-based probe; AID 504803, 2011; 340,000 compounds, 0.5% hits; in the data active = inhibition above about 36%;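 note: 0% = enzyme with DMSO and 100% = wells lacking enzyme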
ARFGAP1 inhibitor = inhibitors of rat ARFGAP1 GAP activity, primary screen, biochemical, fluorescence polarization, GDP tracer; ADP-ribosylation factor GTPase-activating protein 1 (Rattus norvegicus), Q62848; Arfgap1-stimulated ARF1 GTP hydrolysis, GDP FP detection; inhibition, % at 16.5 µM; 360,000 compounds, 0.26% hits; AID 651572, 2012;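 active = inhibition above a per-plate limit, mean inhibition of low control wells plus 3 SD, cut at about 25% in these data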;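 note: 0% = DMSO wells with enzyme and 100% = wells lacking Arfgap1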
Target sequence (Q62848 1-136 limits assumed): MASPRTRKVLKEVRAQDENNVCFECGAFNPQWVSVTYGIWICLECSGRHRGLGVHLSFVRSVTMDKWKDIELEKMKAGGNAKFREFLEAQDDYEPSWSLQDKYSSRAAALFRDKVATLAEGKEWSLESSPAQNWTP
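Material – truncated rat Arfgap1 GAP domain · Buffer or medium – HEPES-based buffer, pH 7.5 · Reagent – human ARF1(Δ1-17)-GTP substrate · Dosing – 16.5 µM single point, 1.26% DMSO · Schedule – GTP hydrolysis reaction 2 h at 25 °C · Technique – GDP detection by fluorescence polarization · Benchmarks – No-Arfgap1 wells (100%) versus DMSO full-reaction wells (0%) · Repeats – single replicate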
rCAG RNA binder = binders of r(CAG) RNA repeats, primary screen, biochemical, fluorescence; r(CAG) RNA repeat, TO-PRO-1 dye displacement fluorescence; inhibition, % at 3 µM; 370,000 compounds, 1.3% hits; AID 651821, 2012;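 active = inhibition above the plate cutoff, the mean of all test compounds on that plate plus 3 SD, cut at about 35% in these data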;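 note: 0% = DMSO alone and 100% = 100 µM mitoxantrone as full dye displacement; higher means more dye released from RNA so lower well fluorescence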
Rev-erbA mod = modulators of Rev-erb alpha DNA binding, primary screen, biochemical, FITC-DNA, fluorescence polarization, uHTS; activity, % at 10 µM; Rev-erbα–FITC-DNA binding, 90 min; AID 1259318, 2017; 370,000 compounds, 0.79% hits;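 active = activity above about 14%, limit read from the data; passing the limit was not always enough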;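 note: 0% = DMSO wells with 35 nM protein and 100% = DMSO wells with 750 nM protein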
Target sequence (P20393 whole entry, looked up): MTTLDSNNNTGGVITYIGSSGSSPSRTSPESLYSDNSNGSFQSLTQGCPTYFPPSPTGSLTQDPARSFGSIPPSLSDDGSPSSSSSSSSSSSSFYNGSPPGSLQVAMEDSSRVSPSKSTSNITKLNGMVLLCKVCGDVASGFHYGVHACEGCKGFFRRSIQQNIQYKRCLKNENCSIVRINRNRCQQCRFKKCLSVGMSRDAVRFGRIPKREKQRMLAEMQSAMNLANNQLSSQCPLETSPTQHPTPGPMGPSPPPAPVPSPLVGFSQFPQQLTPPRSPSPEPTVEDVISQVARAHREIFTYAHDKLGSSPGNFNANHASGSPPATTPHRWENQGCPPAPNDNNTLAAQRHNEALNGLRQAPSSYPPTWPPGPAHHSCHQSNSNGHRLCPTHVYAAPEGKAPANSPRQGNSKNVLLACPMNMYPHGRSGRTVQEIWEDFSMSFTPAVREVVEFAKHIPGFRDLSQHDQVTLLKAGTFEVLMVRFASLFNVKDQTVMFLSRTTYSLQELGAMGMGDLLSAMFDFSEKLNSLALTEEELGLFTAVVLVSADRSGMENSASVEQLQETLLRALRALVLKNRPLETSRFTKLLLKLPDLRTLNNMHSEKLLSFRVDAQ
ASAP1 GAP inh = inhibitors of human ASAP1 ArfGAP activity, primary screen, biochemical, fluorescence polarization; Arf-GAP with SH3 domain, ANK repeat and PH domain-containing protein 1 (Homo sapiens), …; AID 624377, 2012; inhibition, % at 16.5 µM; ASAP1-stimulated ARF1 GTP hydrolysis, GDP FP detection; 360,000 compounds, 0.19% hits; in the data active = inhibition above about 25%;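 note: 0% = vehicle with enzyme and substrate and 100% = no enzyme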
mABHD4 FP = ABHD4 inhibitors, primary screen, biochemical, fluorescence polarization, mouse. purified mABHD4, FP-Rh probe fluorescence polarization. 370,000 compounds, 0.54% hits. (Lyso)-N-acylphosphatidylethanolamine lipase (Mus musculus), Q8VD66. inhibition, % at 8.92 µM;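 active = inhibition exceeding the mean over every tested compound plus 3 SD, cut at about 30% in these data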;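 note: 0% = plate median of compound wells and 100% = S159A mutant with DMSO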
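system = mouse ABHD4 enzyme, wild type | medium = HEPES pH 7.0, NaCl, Pluronic buffer | also added = FP-Rh probe | incubation = Enzyme–compound pre-incubation 45 min, then probe 60 min, both 25 °C | technique = fluorescence polarization, excitation 525 nm, emission 598 nm, BODIPY TMR filters | controls = S159A mutant high control, sample median low control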
SMARCA2 activ = SMARCA2 (BRM) function activators, primary screen, cell-based, luminescence, high throughput | MG213 cells, MMTV-luciferase reporter, dexamethasone, overnight | activation, % at 9.1 µM | 370,000 compounds, 1% hits; in the data active = activation above about 7.8%;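 note: 0% = vehicle wells and 100% = reference activator wells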
PG9 Ab binder = binders of HIV-1 gp120 antibody PG9, primary screen, biochemical, TR-FRET. TR-FRET gp120-PG9 antibody binding. inhibition, % at 6.7 µM. 360,000 compounds, 0.43% hits. AID 624416, 2012; in the data active = inhibition above about 8.5%
Numbers without * were called inactive; x = no result given.

Below each SMILES: ASAP1 GAP inh, SMARCA2 activ, NPR1 activator, HTRA1 inh, Rev-erbA mod, rCAG RNA binder, mABHD4 FP, ARFGAP1 inhibitor, PG9 Ab binder, NPR2 activator
CC1(C)CC(=O)C(C=Nc2cccnc2)=C(O)C1
  -8, -3, 1, 2, 0, -4, -1, 4, 1.7, 2
CC(=O)Nc1cc2c(cc1[N+](=O)[O-])-c1ccc(F)cc1C2
  -4, -1, 0, 1, -3, 2, 0, -16, -0.8, -1
COc1ccc(NC(=S)NC(=O)/C=C/c2ccco2)c(OC)c1
  -10, 1, -1, -9, -3, 7, -1, 13, -3.0, 0
NC(=O)C(c1ccccn1)c1ncc(C(F)(F)F)cc1Cl (stereo unspecified)
  1, 1, -2, 3, 0, 2, -2, 5, -2.7, -4
O=C(COc1ccccc1-c1ccccc1)c1ccccc1
  -6, -2, -4, -6, 8, -1, -16, 3, 0.2, 1
CC(NC(=O)Cn1cccc1)c1ccccc1 (stereo unspecified)
  5, 2, -1, 5, 3, -4, -1, 8, -0.2, 5
CCOC(=O)CC[C@@H]1CC[C@]2(CCCN(S(=O)(=O)C3CCCCC3)C2)O1
  x, -1, -1, x, 2, 0, 1, x, x, -1
O=C(COC(=O)COc1ccc(Cl)cc1)Nc1ccc(F)c([N+](=O)[O-])c1
  10, -1, -1, -1, -5, 4, 3, 9, 0.8, -11
Cc1c(NC(=O)c2cccc(NC(=O)C(C)Oc3ccccc3)c2)c(=O)n(-c2ccccc2)n1C (stereo unspecified)
  4, -4, 7, -12, 7, 5, 3, -4, -0.7, 8
O=Cc1cn(-c2ccccc2)nc1-c1cc2cc(O)ccc2oc1=O
  -11, -1, -2, -22, -12, 10, 9, 0, 5.0, -6
CC1CC(=O)Nc2ccccc2N1S(=O)(=O)c1ccc(C(F)(F)F)cc1 (stereo unspecified)
  5, 0, -2, -2, -5, -1, 3, -5, -1.7, 6
CN(CC(=O)Nc1ccc(Cl)c(Cl)c1)C(=O)c1ccccc1SCC(=O)N1CCCC1
  -7, -2, 3, -3, 9, -1, -4, -5, -0.6, 6
COc1ccc(Cn2cc(CN3[C@H](C)COc4cc(Br)ccc4S3(=O)=O)nn2)cc1
  x, -7, -1, x, 4, 4, 3, x, x, -1
CC(=O)c1ccc(-c2[nH]c3ccccc3c2CCN2C(=O)c3ccccc3C2=O)cc1
  12, 0, -2, -26, 11, 4, 3, 4, -0.6, -2
COc1ccc(C(=O)NCc2cn3c(C)csc3n2)cc1OC
  8, -1, -4, 4, 4, 0, 6, 4, 0.7, -4
COc1ccc(OC)c(N(CC(=O)Nc2ccc(NC(C)=O)cc2)S(C)(=O)=O)c1
  -1, -1, 4, 9, 10, -2, 2, -2, 1.6, 2
O=C(COC(=O)Cc1ccc(Cl)c(Cl)c1)NCCc1ccccc1
  -1, 1, -2, -9, -6, 0, 1, -2, -1.5, -1
Clc1ccc(-c2cn3ccccc3n2)cc1
  -6, 3, 4, -9, 3, 6, 2, 13, -0.4, 1
CCn1c(SCC(=O)Nc2ccccc2C(=O)OC)nnc1-c1ccoc1C
  -11, -1, -10, 2, -2, -5, 1, -4, -2.4, -8
COc1ccc2c(c1)CCCC21NC(=O)N(CC(N)=O)C1=O (stereo unspecified)
  -2, 5, 3, 3, -5, 0, 2, 8, -1.4, 3
COCCCNC(=O)Cc1ccc(-n2c(C)nc3cccnc32)cc1
  4, 2, 1, 3, 3, 3, 0, -7, -1.2, 3
Cc1nc2sc(C(c3ccco3)N3CCN(c4ccccc4)CC3)c(O)n2n1 (stereo unspecified)
  6, -1, 3, 8, 3, 5, -4, 5, -0.5, -8
Cc1ccc(NC(=O)CS(=O)(=O)c2cn(C)c3ccccc23)c(C)c1
  2, -6, 5, 5, -6, 1, 0, -13, 0.2, 8
CC(C)c1cc(C(C)C)c(S(=O)(=O)N2CCC(C(=O)NCc3cccs3)CC2)c(C(C)C)c1
  x, -3, 0, x, 4, 6, -7, x, x, 2
CC(=O)c1ccc(NC(=O)CN2CCN(c3ccccc3)CC2)cc1
  2, -3, 0, 1, 10, -4, 4, 2, -1.0, -2
Cc1cccc(OCC(=O)Nc2nnc(S(=O)(=O)N3CCCCC3)s2)c1
  2, -1, -1, -2, -4, 13, -4, 3, -1.1, -2
O=S(=O)(c1ccc(Cl)c(NC(=S)N/N=C/c2ccc(O)cc2)c1)N1CCOCC1
  18, -3, 5, -19, -7, 21, 2, 15, -2.7, 4
CC1CCCN(C(=O)COC(=O)Cc2ccc(Cl)cc2)C1 (stereo unspecified)
  0, 1, 1, 4, 3, -5, 8, -2, 0.7, 3
COc1ccc(NC(=O)c2ccc(C)o2)c([N+](=O)[O-])c1
  -14, 1, -1, 0, 7, 0, 2, 3, 0.3, -6
COP1(=O)C=C[C@H](N(Cc2ccccc2)S(=O)(=O)c2ccccc2[N+](=O)[O-])[C@@H](C)O1 (stereo partly specified)
  3, -1, -2, 4, -5, -3, 4, 6, -2.4, 0

Other structures.
Below each SMILES: ASAP1 GAP inh, SMARCA2 activ, NPR1 activator, HTRA1 inh, Rev-erbA mod, rCAG RNA binder, mABHD4 FP, ARFGAP1 inhibitor, PG9 Ab binder, NPR2 activator
COc1ccc(CNC(=O)c2[nH]c(C(F)(F)F)nc2-c2ccccc2)cc1
  -11, 5, 5, x, -8, 3, -5, 11, 0.7, 8
COc1ccccc1-c1nnc2n1N=C(C)CS2
  -10, -2, -5, 4, -3, 0, -3, -1, -0.4, -1
N#CC1(NC(=O)CSc2ccccn2)CCCCC1
  9, -1, 2, 5, 6, 4, 1, 1, -2.3, -1
CCN1CCN(CCNC(=O)c2ccc3c(c2)N(Cc2cccc(Cl)c2)C(=O)c2ccccc2S3=O)CC1 (stereo unspecified)
  -6, -1, -4, -8, -6, -4, -5, 2, -3.2, 5
CC(=O)c1cccc(-c2ccnc3c2CC(C(=O)Nc2cccc(Oc4ccccc4)c2)O3)c1 (stereo unspecified)
  17, 1, -1, x, -2, 9, -28, 0, 0.2, -7
O=C(/C=C/c1ccc(F)cc1)NC(=S)NC1CCCCC1
  -3, -4, -6, 0, 4, -1, -6, 5, 1.2, -2
Cc1cc(C)n2nc(C(=O)NC(C)(C)C)nc2n1
  -5, 2, 0, -4, 2, -1, 0, 5, -0.2, -9
CCOc1ccc(N2CC(O)(c3ccc(F)cc3)[N+]3=C2CCCC3)cc1 (stereo unspecified)
  0, 2, -7, 5, 4, 1, 0, -8, -1.6, 3
Cc1cnc(NC(=O)c2cc(-c3ccccc3)nn2-c2ccccc2)s1
  -18, 3, 0, 26, 3, 1, 0, 15, -2.5, 0
Cc1ccnc(NC(=O)c2ccc(C(=O)c3ccccc3)cc2)c1
  3, 0, -2, -11, 0, -5, -5, -5, 0.5, -3
CC(=O)N1CCc2cc(S(=O)(=O)N3c4ccccc4CC3C)ccc21 (stereo unspecified)
  -3, -2, -3, -3, 3, -2, -2, 7, -1.8, 0
O=C1NC(c2cccs2)Nc2sc3c(c21)CCCC3 (stereo unspecified)
  8, 4, -1, -5, -4, 17, 1, 11, -3.8, -2
CCCCn1c(N)c(N(Cc2ccccc2OC)C(=O)c2c(CC)noc2C)c(=O)[nH]c1=O
  0, 2, 3, -3, 0, -3, -3, 3, -2.9, -7
CN(c1ccc(OC(=O)CC2OC(=O)c3ccccc32)cc1)S(=O)(=O)c1ccccc1 (stereo unspecified)
  1, 3, 2, -2, 7, 2, -5, -4, -3.5, 0
O=C1C(NC(=O)N2c3ccccc3C=Cc3ccccc32)CCCCN1Cc1ccc(Cl)cc1 (stereo unspecified)
  x, -3, -20, x, 2, 10, -19, x, x, -10
COc1ccc(C(=O)COC(=O)c2n[nH]c3ccccc23)c(OC)c1
  9, 5, -1, -30, 0, 11, 7, 5, 0.5, 1
CSc1nsc(NC(=O)CCNC(=O)c2ccc([N+](=O)[O-])cc2)n1
  -13, -2, -1, 0, -3, 4, -4, 0, -0.9, -6
CCCOc1ccc(CCCN=C(N)N)cc1Cl
  -7, -5, -1, x, 0, 9, 7, 2, 1.2, -7
CCOC(=O)C1(Cc2ccccc2C(F)(F)F)CCN(C2CCN(C(C)=O)CC2)CC1
  16, -2, -7, 7, 1, -5, -1, 2, 0.6, 0
Cc1cc(NC(=O)CSc2nnc(-c3ccncc3)n2Cc2ccccc2)n(-c2ccccc2)n1
  -4, -3, 7, 16, -2, -5, -3, -4, 0.8, 4
COCCCN1C(=O)[C@H](CC(=O)N2CCCC2)[C@]2(C(=O)OC)CCCCC=C12
  x, -5, 0, x, 4, 3, 1, x, x, 2
NC(=O)C1(N2CCCCC2)CCN(C(=S)NCCc2ccccc2)CC1
  -5, 1, 3, 7, 2, -6, -5, 0, -0.4, 0
O=C(CN1CCCCCC1)Nc1cc(C(F)(F)F)ccc1Cl
  9, -6, 1, -4, -2, -5, -3, 0, 1.0, -6
Cc1ccc(C2=NN(C(=O)C3CCCO3)C(c3ccco3)C2)cc1 (stereo unspecified)
  -18, 2, -1, 6, 0, -2, -16, -3, -1.1, -1

2 of the compounds above, field by field.
> O=C(CN1CCCCCC1)Nc1cc(C(F)(F)F)ccc1Cl
  ASAP1 GAP inh: 9 | SMARCA2 activ: -6 | NPR1 activator: 1 | HTRA1 inh: -4 | Rev-erbA mod: -2 | rCAG RNA binder: -5 | mABHD4 FP: -3 | ARFGAP1 inhibitor: 0 | PG9 Ab binder: 1.0 | NPR2 activator: -6

> NC(=O)C1(N2CCCCC2)CCN(C(=S)NCCc2ccccc2)CC1
  ASAP1 GAP inh: -5 | SMARCA2 activ: 1 | NPR1 activator: 3 | HTRA1 inh: 7 | Rev-erbA mod: 2 | rCAG RNA binder: -6 | mABHD4 FP: -5 | ARFGAP1 inhibitor: 0 | PG9 Ab binder: -0.4 | NPR2 activator: 0
